UDG counter: blocks uracil-DNA glycosylase in AID counter-screen | FRET deamination/UDG coupled assay, UDG read, 4 h | Potency, µM (highest dose often 115 µM), for the others: at the top dose activity change, negative = inhibition, actives largely listed as inhibitors | 91,000 tested, 0.14% active; further: nearly all actives have a fitted effect of over 65% in size
AID inh: inhibitors of human activation induced cytidine deaminase; AID deamination FRET fluorescence, UDG-coupled, 4 h; Potency, µM (doses to about 115 µM), for inactives: at the highest dose activity change, negative = inhibition, usual class: inhibitors; 91,000 tested, 0.32% active; further: nearly all actives have a fitted effect of over 25% in size
Target sequence (Q9GZX7 whole entry, looked up): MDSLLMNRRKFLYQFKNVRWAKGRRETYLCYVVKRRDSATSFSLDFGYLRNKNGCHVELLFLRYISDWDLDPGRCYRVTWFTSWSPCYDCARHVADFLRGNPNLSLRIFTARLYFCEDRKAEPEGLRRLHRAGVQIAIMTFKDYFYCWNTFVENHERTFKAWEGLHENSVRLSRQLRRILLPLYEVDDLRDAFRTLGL
* hit, by the source's call; ? = inconclusive; & = joins results of further samples; [ ] = another dose, or the depositor's remark. The call rests on the fitted dose curve; in most records, active means well fitted curve in the direction sought with a large enough effect; inconclusive means small, poorly fitted or top-dose-only effect, or another doubt; inactive means no such curve, though single readings can be large; an effect the other way counts as inactive or inconclusive. On the % scale 0 is the no-effect control and ±100 the full control effect; potency means the concentration at half of the fitted maximal effect.

(1) COc1ccccc1C(=O)Nc1ccc2oc(C)nc2c1
(2) COc1cc(-c2ccno2)ccc1S(=O)(=O)N1CCN(c2ccccc2)CC1
(3) CCS(=O)(=O)N1CCc2cc(C(=O)NCc3ccccc3Cl)ccc21
(4) O=C(Nc1cc(Cl)cc(Cl)c1)c1cc(S(=O)(=O)N2CCC3(CC2)OCCO3)ccc1F
(5) O=C(c1ccccc1)c1ccc2nc(N3CCN(c4ccccc4)CC3)c3nncn3c2c1
(6) CCCc1nnc(NC(=O)c2cc(=O)c3cc(C)ccc3o2)s1
entry no.	1	2	3	4	5	6
UDG counter	0.4%	-15.2%	-15.5%	7.4%	1.8%	-5.7%
AID inh	-2.7%	-27.5%	-1.4%	5.5%	61.5%[activator]	-4.4%

(7) COc1ccc(OC)c(CN2CCCCCC2c2cccs2)c1 (stereo not given)
(8) CC(C)CC(NC(=O)OCC1c2ccccc2-c2ccccc21)C(=O)O (stereo not given)
(9) CCCCn1c(=O)[nH]c(=O)c2c1nc(CSc1nnnn1-c1ccc(C)cc1)n2CCC
(10) COCCCNC(=O)c1ccc(Cn2c(=O)c3ccccc3n(Cc3ccc(C)cc3)c2=O)cc1
(11) O=C(Nc1nnc(N2CCCCCC2)s1)Nc1ccccc1C(F)(F)F
(12) Cc1nc(CC(=O)Nc2ccc(N(C)C)cc2)cs1
entry no.	7	8	9	10	11	12
UDG counter	-6.9%	-0.1%	-12.7%	-5.3%	-8.1%	-0.1%[57.5 µM]
AID inh	-8.7%	-5.6%	-18.1%	-3.3%	7.4%	61.7%[activator]

(13) CC(C)c1ccc(NC(=O)CSC2=Nc3ccccc3C3=NC(CC(=O)NCCc4ccccc4)C(=O)N23)cc1 (stereo not given)
(14) Cc1ccc(NC(=O)c2csc3c2CCCC3)c(C)c1
(15) CCOC(=O)CN(CC)Cc1ccco1
(16) CC(=O)c1cc(-c2ccccc2)n(CC(=O)Nc2ccc(C)c(C)c2)c1C
(17) CCc1cccc(C)c1NC(=O)Cn1ncc2c3ccccc3n(Cc3ccccc3)c2c1=O
(18) CC(C)NC[C@H](O)COc1cccc2[nH]ccc12
entry no.	13	14	15	16	17	18
UDG counter	24.8%	-4.1%	-7.2%	8.4%&-21.6%	-17.0%[57.5 µM]	-5.8%
AID inh	-9.3%	2.3%	3.6%	4.7%&3.4%	5.4%	17.1%

(19) COC(=O)c1ccc(C(=O)NCC2CCCCC2)cc1
(20) Cc1ccccc1OCC(=O)NCC(c1ccc(Cl)cc1)N1CCCCC1 (stereo not given)
(21) Cc1cc(=O)oc2cc(OCc3cccc4ccccc34)ccc12
(22) Cc1ccccc1CNC(=O)c1ccco1
(23) Cc1ccc(CCNC(=O)c2ccc3c(=O)n(-c4ccc(C)cc4)c(=O)[nH]c3c2)cc1
(24) COc1ccc(OC(=O)c2nc(SCc3ccccc3F)ncc2Cl)cc1
entry no.	19	20	21	22	23	24
UDG counter	1.5%	-3.9%	-4.5%	-0.5%	-12.9%	1.2%
AID inh	-1.3%	-5.2%	-0.9%	6.0%	-1.1%	-10.5%

(25) O=C(CN1CCCCCC1)Nc1nc(-c2ccccc2)cs1
(26) Cc1ccc(C)c(NC(=O)CN2C(=O)CCc3cc(S(=O)(=O)N4CCCCC4)ccc32)c1
(27) Cc1cc2oc(C(=O)N(Cc3ccccc3)Cc3ccco3)cc(=O)c2cc1Cl
(28) O=C1/C(=C/c2cnc(-c3ccccc3)nc2)CS(=O)(=O)c2ccccc21
(29) O=C(Nc1ccc(SC2CCCC2)cc1)C1CCC1
(30) CCCCCC(C)NCc1sccc1C (stereo not given)
entry no.	25	26	27	28	29	30
UDG counter	-5.2%	-21.8%	5.9%	-10.6%	-6.8%	5.5%
AID inh	-13.7%	-2.5%	-11.4%	4.2%	-8.3%	-2.9%

(31) Cc1ccc(-n2ncc3c(N4CCN(c5ccccc5)CC4)ncnc32)cc1C
(32) CCCCn1c(=O)c2oc3ccccc3c2n(Cc2cccc(C)c2)c1=O
(33) O=C(OCC(=O)N1CCc2ccccc21)c1cc(Cl)ccc1[N+](=O)[O-]
(34) CC(C)c1nn2c(=O)cc(COC(=O)C3CCCCC3)nc2s1
(35) O=C(c1ccc([N+](=O)[O-])cc1)N(Cc1ccco1)c1ccccn1
(36) O=C(NCc1ccc(F)cc1)C1CCN(c2ncnc3c2nc2n3CCCCC2)CC1
entry no.	31	32	33	34	35	36
UDG counter	-28.7%	4.1%	2.3%	-3.4%	-9.0%	-1.0%[57.5 µM]
AID inh	-1.8%	3.4%	4.6%	-3.1%	0.3%	21.2%[57.5 µM]

(37) Cc1ccc2oc(-c3ccc(Cl)c(NC(=O)c4cc5ccccc5o4)c3)nc2c1
(38) O=C1[C@@H]2CSC(c3ccc(F)cc3)N2C(=O)N1c1ccc(Cl)cc1 (stereo not given in full)
(39) FC(F)(F)c1ccnc(Oc2ccc(-c3nc4ccccc4s3)cc2)n1
(40) Cc1cccc(N(CC(=O)N(C)Cc2ccccc2)S(=O)(=O)c2ccccc2)c1C
(41) CC1=C(C(=O)OCC2CCCCC2)C(c2ccc(Cl)cc2Cl)CC(=O)N1 (stereo not given)
(42) O=Cc1ccc(OCc2ccc(Br)cc2)cc1
entry no.	37	38	39	40	41	42
UDG counter	7.5%	0.4%	4.7%	-9.7%	-10.8%	-3.5%
AID inh	28.2%	7.0%	-1.6%	35.5µM*	-22.6%	-10.3%

(43) Cc1ccc2c(=O)cc(C(=O)Nc3cccc(C(F)(F)F)c3)oc2c1C
(44) N#Cc1ccc2c(C=O)c[nH]c2c1
(45) CC(=O)Nc1ccc(NC(=O)C2Cc3ccccc3N2C(=O)c2ccccc2)cc1 (stereo not given)
(46) CCS(=O)(=O)c1ncc(N(Cc2ccco2)Cc2ccccc2F)c(C(=O)Nc2cccc(Cl)c2)n1
(47) CC(C(O)c1ccc(O)cc1)N1CCC(Cc2ccccc2)CC1 (stereo not given)
(48) O=C(c1cc(=O)c2ccccc2o1)N(Cc1ccc(F)cc1)C1CCS(=O)(=O)C1 (stereo not given)
entry no.	43	44	45	46	47	48
UDG counter	-9.3%[57.5 µM]	12.8%	0.0%	-12.5%	3.3%	5.6%
AID inh	16.7%[57.5 µM]	14.2%	-10.5%	?	-6.6%	7.1%

(49) O=C(Cn1c(=O)n(Cc2nc(-c3ccccc3)no2)c(=O)c2cc3c(cc21)OCO3)Nc1cccc(C(F)(F)F)c1
(50) Cn1c(=O)c2c(nc(NCc3ccc4c(c3)OCO4)n2C)n(C)c1=O
(51) Cc1cc(=O)oc2c(C)c(OC(C)C(=O)NCCCN3CCOCC3)ccc12 (stereo not given)
(52) COc1ccc(OCCN2CCN(C3CCS(=O)(=O)C3)CC2)cc1 (stereo not given)
(53) COc1ccccc1Nc1nc(-c2ccccc2Cl)c2cc(Br)ccc2n1
(54) COc1ccc(/C=C/c2nc(C#N)c(NCCCn3ccnc3)o2)cc1OC
entry no.	49	50	51	52	53	54
UDG counter	-3.8%	-3.1%	6.3%	-4.4%	27.3%	-20.5%
AID inh	1.5%	-2.5%	-0.9%	16.2%	5.1%	?

11 of the compounds above, as tab-separated lines:
#	mol	UDG counter	AID inh
42	O=Cc1ccc(OCc2ccc(Br)cc2)cc1	-3.5%	-10.3%
43	Cc1ccc2c(=O)cc(C(=O)Nc3cccc(C(F)(F)F)c3)oc2c1C	-9.3%[57.5 µM]	16.7%[57.5 µM]
44	N#Cc1ccc2c(C=O)c[nH]c2c1	12.8%	14.2%
45	CC(=O)Nc1ccc(NC(=O)C2Cc3ccccc3N2C(=O)c2ccccc2)cc1 (stereo not given)	0.0%	-10.5%
46	CCS(=O)(=O)c1ncc(N(Cc2ccco2)Cc2ccccc2F)c(C(=O)Nc2cccc(Cl)c2)n1	-12.5%	?
47	CC(C(O)c1ccc(O)cc1)N1CCC(Cc2ccccc2)CC1 (stereo not given)	3.3%	-6.6%
48	O=C(c1cc(=O)c2ccccc2o1)N(Cc1ccc(F)cc1)C1CCS(=O)(=O)C1 (stereo not given)	5.6%	7.1%
49	O=C(Cn1c(=O)n(Cc2nc(-c3ccccc3)no2)c(=O)c2cc3c(cc21)OCO3)Nc1cccc(C(F)(F)F)c1	-3.8%	1.5%
50	Cn1c(=O)c2c(nc(NCc3ccc4c(c3)OCO4)n2C)n(C)c1=O	-3.1%	-2.5%
51	Cc1cc(=O)oc2c(C)c(OC(C)C(=O)NCCCN3CCOCC3)ccc12 (stereo not given)	6.3%	-0.9%
52	COc1ccc(OCCN2CCN(C3CCS(=O)(=O)C3)CC2)cc1 (stereo not given)	-4.4%	16.2%

Next compounds follow.
(55) O=C(Nc1cccc2c1CCCC2)c1ccccc1
(56) CCOc1ccc(-c2nc3cc(NC(=O)COc4cccc(C)c4)ccc3o2)cc1
(57) Cc1c(N(Cc2cccc(Cl)c2)S(C)(=O)=O)c(=O)n(-c2ccccc2)n1C
(58) Cc1cc(-n2cccc2C=O)ccc1Br
(59) CN1C(=O)c2ccccc2Sc2ccc(NC(=O)Cc3ccc(Cl)cc3)cc21
(60) CC(=O)N1CCc2cc(CNS(=O)(=O)c3cccs3)ccc21
entry no.	55	56	57	58	59	60
UDG counter	-2.1%	-20.2%	6.2%	1.0%	0.0%	3.3%[57.5 µM]
AID inh	-3.2%	14.0%	-2.1%	-4.3%	-13.5%	9.0%

(61) CCN(C(=O)CSc1nnc(-c2cc(OC)c(OC)c(OC)c2)o1)c1ccccc1
(62) CCOC(=O)c1cccc(NC(=O)C2CCCN(c3nnc(C)c4c(C)n(-c5ccccc5)nc34)C2)c1 (stereo not given)
(63) CCOCCOC(=O)COc1ccc2c(=O)c(Oc3ccc(OC)cc3)c(C(F)(F)F)oc2c1
(64) O=C(CCCc1cccs1)N(Cc1ccc(F)cc1)C1CC1
(65) COc1ccc(CC(=O)Nc2ccc(-c3nc4ccccc4s3)c(C)c2)cc1OC
(66) O=C(COc1ccc(Br)cc1F)OCC(=O)N1CCNC1=O
entry no.	61	62	63	64	65	66
UDG counter	-24.4%	0.8%	7.8%	7.5%	-2.0%	0.6%
AID inh	-6.5%	-10.7%	-7.3%	0.6%	9.8%	-1.5%

(67) O=C(Cc1cccs1)NC1CC(=O)N(c2ccc(F)cc2)C1 (stereo not given)
(68) CCOC(=O)C1CCN(CCC(=O)Nc2ccccc2Cl)CC1
(69) COc1cccc(C(=O)NCC(c2ccc3c(c2)OCO3)N2CCN(C)CC2)c1 (stereo not given)
(70) CCc1nc2ccccc2c(C(=O)OCC(=O)NC2CCCC2)c1C
(71) O=C(Nc1ccccc1F)c1oc2ccccc2c1NC(=O)c1c(F)cccc1F
(72) CCOc1ccc(CCNC(c2nnc(-c3ccccc3)o2)c2ccccc2Cl)cc1OCC (stereo not given)
entry no.	67	68	69	70	71	72
UDG counter	1.2%	-4.5%	18.4%	-1.7%	1.3%	?
AID inh	12.0%	-6.7%	1.2%	-4.4%	-0.9%	-29.9%

(73) CCN1CCN(c2cc(C)c3cc(NC(=O)/C=C/c4ccc(OCCC(C)C)cc4)ccc3n2)CC1
(74) Cc1cccc(N2CCN(C(=O)c3noc4c3CCCCC4)CC2)c1C
(75) Cc1ccc2c(COC(=O)c3cc(S(=O)(=O)N(C)C)ccc3NCCO)cc(=O)oc2c1
(76) COc1cc(OC)c(OC)cc1/C=C(/C#N)C(=O)c1c(Cl)cccc1Cl
(77) O=S(=O)(c1ccccc1)n1nc(NCc2ccccc2)nc1NCc1ccccc1
(78) CC(C(=O)N(C)c1ccccc1)S(=O)(=O)Cc1ccccc1F (stereo not given)
entry no.	73	74	75	76	77	78
UDG counter	-10.8%	-2.7%	2.4%	4.3%	-4.8%	-0.2%
AID inh	7.7%	-27.0%	-16.3%	-7.1%	-0.8%	-1.0%

(79) O=C(/C=C/c1cc(Cl)cc(Cl)c1O)c1ccccc1
(80) Cc1[nH]c2ccccc2c1C1(O)C(=O)N(Cc2ccccc2)c2ccc(Br)cc21 (stereo not given)
(81) CC1(C)CC(NC(=S)Nc2ccc(F)cc2)CC(C)(C)N1
(82) O=C(O)CNC(=O)CC(F)(F)F
(83) COC(=O)C1=C(C)N(C)C(C)=C(C(=O)OC)C1c1cccs1
(84) O=C(COC(=O)c1cc(=O)c2ccccc2o1)Nc1cccc(Br)c1
entry no.	79	80	81	82	83	84
UDG counter	-1.9%	-14.0%	-3.3%	0.7%	1.5%	1.8%
AID inh	-3.4%	?	4.6%	-3.8%	1.6%	7.1%

(85) O=C(c1ccc(-n2cncn2)cc1)N1CCCC1c1nc2ccccc2[nH]1 (stereo not given)
(86) CCOCCCNC(=O)CSCCCC(=O)Nc1c(C)cc(C)cc1C
(87) CNC(=O)c1ccc(-c2nc(CN3CCN(C(=O)Nc4ccc(C)c(C)c4)CC3)c(C)o2)cc1
(88) CN(Cc1ccccc1)c1ccc(-c2nc(-c3ccccc3)no2)cc1[N+](=O)[O-]
entry no.	85	86	87	88
UDG counter	-9.9%	-15.7%	-4.3%	?
AID inh	-5.3%	-15.3%	-3.4%	21.1%

Some of the compounds tested. The share of hits here may be higher or lower than overall.
